Cdc42 wt GTP – changes GTP binding to wildtype human Cdc42; P60953; 0.2% of 190,000 active; percent activity (GTP binding), % at 10 µM; GST-Cdc42 beads, Bodipy-GTP binding, flow cytometry; actives lie on both sides; AID 761;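 active = percent activity GTP binding at least 20 points away from the 100% baseline, either down as inhibitor or up as activator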;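 note: median bead fluorescence of bound Bodipy-FL-GTP at 100 nM; 0% = excess unlabeled GTP control and 100% = no compound control; below 100% means less GTP binding so inhibitor and above means activator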
Target sequence (P60953 whole entry, looked up): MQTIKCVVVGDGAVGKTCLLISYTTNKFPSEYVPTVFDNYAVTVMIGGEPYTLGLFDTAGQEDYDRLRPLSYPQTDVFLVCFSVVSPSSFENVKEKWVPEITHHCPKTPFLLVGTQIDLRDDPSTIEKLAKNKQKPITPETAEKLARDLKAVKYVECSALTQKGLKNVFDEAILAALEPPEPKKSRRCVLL
Mcl1 Bid PPI – Mcl-1/Bid interaction inhibition; Q07820; TR-FRET Mcl-1/Bid-Dy647 peptide binding, 1536-well; inhibition, % at 21.7 µM; 0.97% of 220,000 active; AID 1021;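 active = compounds that cut the binding signal by more than half at the single screening dose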;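 note: His-tagged Mcl-1 with europium anti-His antibody binding Bid BH3 peptide; 0% = Mcl-1 plus peptide wells and 100% = peptide-only wells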
Target sequence (Q07820 whole entry, looked up): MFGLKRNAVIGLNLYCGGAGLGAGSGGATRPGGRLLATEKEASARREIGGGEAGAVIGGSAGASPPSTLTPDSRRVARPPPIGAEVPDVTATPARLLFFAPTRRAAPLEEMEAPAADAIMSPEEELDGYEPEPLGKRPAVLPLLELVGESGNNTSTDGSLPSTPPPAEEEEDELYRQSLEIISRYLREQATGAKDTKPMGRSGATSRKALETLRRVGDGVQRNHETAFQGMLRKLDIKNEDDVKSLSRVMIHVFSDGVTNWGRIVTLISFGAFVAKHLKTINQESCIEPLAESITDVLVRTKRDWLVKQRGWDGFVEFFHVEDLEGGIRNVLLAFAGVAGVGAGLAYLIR
GSH fluor – compound fluoresces at 488/530 nm on GSH beads; GSH beads flow cytometry, compound fluorescence 488/530 nm; stronger effect = higher value; fluorescence (KMESF) at 10 µM; 0.25% of 190,000 active; in the data active = fluorescence above about 89;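 note: glutathione beads carrying GST-tagged Bcl family fusion proteins plus one bare bead set; values are compound well signal with DMSO vehicle wells as background; inactives centre near 16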
Mcl1 Noxa PPI – Mcl-1/Noxa interaction inhibition; inhibition, % at 21.7 µM; TR-FRET Mcl-1/Noxa peptide binding, 2 h; Q07820; 1.5% of 220,000 active; AID 1022;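 active = compounds that cut the protein-peptide binding signal by more than 50% relative to plate controls in a single-dose test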;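 note: His-tagged Mcl-1 with rhodamine Noxa BH3 peptide and terbium anti-His antibody; 0% = Mcl-1 plus Noxa peptide wells and 100% = peptide-only wells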
Rac1 wt modul – modulators of human Rac1 wildtype GTP binding | P63000 | GST-Rac1 beads, fluorescent GTP binding, flow cytometry; actives lie on both sides; 0 = cold GTP competed, 100 = untreated | GTP binding activity (% of control), % at 10 µM | 0.27% of 190,000 active;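 active = GTP binding activity at least 20 points away from the 100% control level, either lower or higher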
Avidin fluor – compound fluoresces at 488/530 nm on avidin beads; compound fluorescence 488/530 nm, flow cytometry; stronger effect = higher value; fluorescence (KMESF) at 10 µM; 0.38% of 220,000 active; in the data active = fluorescence above about 47; note: inactives centre near 10
Rab7 wt GTP bind – modulators of GTP binding to dog Rab7 wildtype GTPase; 0.055% of 190,000 active; GST-Rab7 beads, fluorescent GTP binding, flow cytometry; actives lie on both sides; untreated = 100%, excess cold GTP = 0%; GTP binding activity (percent of control), % at 10 µM;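 active = fluorescent GTP binding to Rab7 beads changed by at least 20 points from the 100% baseline, either direction, mostly lower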;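 note: median green fluorescence of bound Bodipy-FL-GTP per Rab7 bead population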
Rac1 mut GTP – human Rac1 activated mutant GTP binding change; percent activity (GTP binding), % at 10 µM; GST-Rac1 activated beads, fluorescent GTP binding, flow cytometry; actives lie on both sides; 100% means binding = to untreated wells; AID 764; P63000; 0.11% of 190,000 active;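 active = GTP binding at least 20 percentage points away from the 100% baseline, in either direction, so actives lie on both sides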
HRas wt GTP – modulators of GTP binding to human HRas wildtype. P01112. GST-Ras wt beads, Bodipy-FL-GTP binding, flow cytometry; actives lie on both sides. GTP binding activity, % at 10 µM. 0.14% of 190,000 active. AID 759;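 active = GTP binding activity at least 20% away from the 100% baseline, either lowered as inhibitor or raised as activator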;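 note: 0% = unlabeled GTP competition control and 100% = no-compound control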
Target sequence (P01112 whole entry, looked up): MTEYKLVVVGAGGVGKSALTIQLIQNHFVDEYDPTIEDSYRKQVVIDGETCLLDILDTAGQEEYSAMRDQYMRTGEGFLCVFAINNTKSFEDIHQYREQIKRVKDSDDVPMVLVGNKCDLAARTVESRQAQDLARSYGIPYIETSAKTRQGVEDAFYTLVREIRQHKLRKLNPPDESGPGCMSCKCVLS
Rab2 wt GTP – changes GTP binding to wildtype dog Rab2A, up or down | AID 760 | GST-Rab2 wt beads, Bodipy-GTP binding, flow cytometry | GTP binding activity, % at 10 µM | 0.19% of 190,000 active;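 active = GTP binding activity at least 20 points away from 100%, either lowered or raised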;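 note: 0% = beads with excess unlabeled GTP and 100% = no-compound control corrected for plate trend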
Pf gametocyte – kills late stage P. falciparum gametocytes. P. falciparum stage V gametocytes, ATP luminescence, 24 h. inhibition, % at 10.9 µM. 0.065% of 150,000 active;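 active = inhibition above the mean plus 3 SD of compounds within the control limits, set per campaign, cut at about 38% in these data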;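 note: 0% = DMSO wells and 100% = medium only without gametocytes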
* hit, by the source's call; x = not tested or not shown.

SMILES | Cdc42 wt GTP | Mcl1 Bid PPI | GSH fluor | Mcl1 Noxa PPI | Rac1 wt modul | Avidin fluor | Rab7 wt GTP bind | Rac1 mut GTP | HRas wt GTP | Rab2 wt GTP | Pf gametocyte
CCc1ccc2oc(-c3cc(N=Cc4cccc(OC)c4O)ccc3O)nc2c1 | 91.0 | -31.1 | 11 | 5.4 | 93.0 | 9 | 98.0 | 94.0 | 96.0 | 94.0 | x
Cc1ccc2nc(-c3ccsc3)c(NC3CCCC3)n2c1 | 93.0 | -14.7 | 15 | 26.9 | 95.0 | 11 | 99.0 | 94.0 | 96.0 | 96.0 | -0.3
N#Cc1c(-c2ccco2)nc(NCC2CCCO2)[nH]c1=O (stereo not given) | 98.0 | -17.2 | 28 | 12.6 | 96.0 | 11 | 97.0 | 94.0 | 96.0 | 96.0 | x
Cc1noc(/C=C/c2ccco2)c1S(=O)(=O)N1CCC(C(=O)N2c3ccccc3CC2C)CC1 (stereo not given) | 105.0 | -39.6 | 15 | 31.2 | 99.0 | 6 | 102.0 | 98.0 | 100.0 | 99.0 | -23.4
Cc1nc2scc(-c3ccco3)c2c(=O)n1/N=C/N(C)C | 98.0 | -19.9 | 11 | 12.0 | 99.0 | 7 | 103.0 | 98.0 | 99.0 | 99.0 | 5.8
Cn1c(SCC(=O)Nc2ccccc2)nc(O)cc1=O | 103.0 | -36.3 | 37 | -15.7 | 104.0 | 18 | 95.0 | 100.0 | 101.0 | 100.0 | x
Cc1cccn2c(=O)c3cc(C(=O)N4c5ccccc5CC4C)n(C)c3nc12 (stereo not given) | 106.0 | -11.6 | 19 | 20.3 | 103.0 | 7 | 103.0 | 101.0 | 106.0 | 106.0 | x
CCOC(=O)c1c(C)[nH]c2c1cc(O)c1ccccc12 | 101.0 | 4.3 | 34 | -2.5 | 101.0 | 14 | 102.0 | 99.0 | 100.0 | 96.0 | 10.1
CCn1c(COc2cccc(C)c2)nnc1SCC(=O)CC(=O)Nc1ccccc1OC | 97.0 | -12.1 | 14 | 22.1 | 98.0 | 7 | 99.0 | 97.0 | 97.0 | 96.0 | x
CCc1nnc(NC(=O)[C@@H](NC(=O)c2cc(OC)cc(OC)c2)C(C)C)s1 | 97.0 | 0.0 | 17 | 15.0 | 94.0 | 6 | 92.0 | 96.0 | 95.0 | 94.0 | -4.0
COCCn1c(C)cc(C(=O)COC(=O)c2cncc(Br)c2)c1C | 102.0 | -12.8 | 10 | 20.6 | 106.0 | 11 | 103.0 | 99.0 | 101.0 | 102.0 | x
COc1cccc(C(C(=O)NC(C)(C)C)N(C(=O)CCC(=O)Nc2cc(C)on2)C2CC2)c1OC (stereo not given) | 99.0 | -20.0 | 11 | 2.2 | 102.0 | 11 | 98.0 | 97.0 | 96.0 | 99.0 | x

Three compounds from above, sorted by the number in Avidin fluor, highest first:
Structure | Avidin fluor
Cn1c(SCC(=O)Nc2ccccc2)nc(O)cc1=O | 18
COCCn1c(C)cc(C(=O)COC(=O)c2cncc(Br)c2)c1C | 11
CCn1c(COc2cccc(C)c2)nnc1SCC(=O)CC(=O)Nc1ccccc1OC | 7

(list continues)
SMILES | Cdc42 wt GTP | Mcl1 Bid PPI | GSH fluor | Mcl1 Noxa PPI | Rac1 wt modul | Avidin fluor | Rab7 wt GTP bind | Rac1 mut GTP | HRas wt GTP | Rab2 wt GTP | Pf gametocyte
NC(N)=NC(N)=NCCc1ccccc1 | 101.0 | 4.9 | 19 | 4.2 | 101.0 | 8 | 98.0 | 101.0 | 98.0 | 99.0 | x
O=C(Nc1c(C(=O)Nc2ccccc2)cnn1-c1ccccc1)c1ccco1 | 98.0 | -28.0 | 5 | 1.3 | 98.0 | 4 | 97.0 | 94.0 | 97.0 | 96.0 | 3.1
COc1ccc(/C=C/C(=O)Nc2ccc3c(c2)OCCO3)cc1OC | 100.0 | -8.3 | 15 | 16.3 | 100.0 | 11 | 100.0 | 98.0 | 99.0 | 100.0 | -7.6
O=C(NCc1ccc2[nH]c3c(c2c1)CCCC3)c1ccc(S(=O)(=O)N2CCCC2)cc1 | 103.0 | -10.2 | 13 | 5.0 | 109.0 | 6 | 101.0 | 102.0 | 103.0 | 101.0 | x
COc1ccc(S(=O)(=O)c2ccc(OC)cc2)cc1 | 99.0 | -1.9 | 23 | -4.7 | 97.0 | 12 | 96.0 | 95.0 | 97.0 | 96.0 | x
Cc1cccc(N2CCN(C(=O)/C=C/c3ccco3)CC2)c1C | 99.0 | -10.8 | 23 | 5.0 | 115.0 | 10 | 97.0 | 98.0 | 97.0 | 96.0 | 11.9
Cc1cc(C)n(CCN(C)Cc2nc(Cc3ccccc3F)no2)n1 | 94.0 | 7.3 | 12 | -2.0 | 97.0 | 11 | 98.0 | 95.0 | 97.0 | 99.0 | 10.7
O=C(O)CCc1ccc(-c2ccccc2)n1CC(=O)O | 102.0 | -4.0 | 12 | 14.7 | 106.0 | 8 | 100.0 | 100.0 | 104.0 | 104.0 | x
COc1cccc(C2OC(=O)c3ccccc3N2C(C)=O)c1OC(C)=O (stereo not given) | 102.0 | -18.4 | 20 | 12.9 | 101.0 | 13 | 96.0 | 99.0 | 102.0 | 103.0 | -48.2
O=C(Nc1cc(C(F)(F)F)ccc1N1CCOCC1)c1ccc(Br)o1 | 97.0 | -7.7 | 28 | 4.8 | 98.0 | 12 | 98.0 | 96.0 | 98.0 | 98.0 | x
Cc1ccc(S(=O)(=O)N(C)CC(=O)Nc2cccc(C)n2)cc1 | 95.0 | -4.9 | 13 | 8.4 | 92.0 | 17 | 99.0 | 95.0 | 97.0 | 95.0 | x
S=c1nc(-c2cc(Cl)ccc2Cl)[nH][nH]1 | 97.0 | 57.8* | 13 | 49.6 | 94.0 | 12 | 94.0 | 94.0 | 96.0 | 96.0 | 0.9
CCO[C@@H]1OC(C(=O)Nc2ccccc2)=C[C@H](c2csc3ccccc23)[C@H]1CCCO | 98.0 | 4.5 | 20 | -16.7 | 99.0 | 5 | 94.0 | 97.0 | 96.0 | 97.0 | -28.7
CCCCNc1cc(C)oc(=O)c1C(C)=O | 98.0 | -9.6 | 19 | -1.9 | 97.0 | 36 | 99.0 | 95.0 | 97.0 | 98.0 | x
Cc1ccc(C(=O)Nc2ccc3c(c2)OCCO3)o1 | 105.0 | -13.3 | 12 | 15.3 | 102.0 | 19 | 100.0 | 99.0 | 103.0 | 100.0 | -7.4
Cn1c(CN2CCCC2)nc2cc(NC(=O)c3ccco3)ccc21 | 93.0 | -21.3 | 23 | 25.7 | 95.0 | 27 | 97.0 | 95.0 | 93.0 | 96.0 | x
COc1cc2[nH]c(=S)n(C3CCN(Cc4ccccc4)CC3)c(=O)c2cc1OC | 91.0 | -28.1 | 17 | 25.9 | 88.0 | 10 | 93.0 | 94.0 | 92.0 | 88.0 | -21.0
COc1ccc(/C(=N\O)c2nccc3cc(OC)c(OC)cc23)cc1OC | 92.0 | 15.1 | 7 | -4.0 | 92.0 | 7 | 96.0 | 94.0 | 93.0 | 96.0 | 5.3
O=S(=O)(NCCOCC(F)(F)C(F)F)c1ccc2oc3ccccc3c2c1 | 97.0 | 3.0 | 31 | 12.9 | 97.0 | 10 | 98.0 | 94.0 | 97.0 | 98.0 | x
CC1CC(C)CN(S(=O)(=O)N2CCC(C(=O)NCc3ccco3)CC2)C1 (stereo not given) | 92.0 | -7.8 | 14 | 4.1 | 95.0 | 5 | 97.0 | 94.0 | 94.0 | 96.0 | -1.8
Cc1ccc(-n2nc(C)c3c(C(=O)OCC(=O)N(C)C4CCS(=O)(=O)C4)cc(-c4ccccc4)nc32)cc1 (stereo not given) | 96.0 | -6.8 | 23 | 2.0 | 99.0 | 4 | 97.0 | 99.0 | 100.0 | 99.0 | -12.4
Cc1ccc(S(=O)(=O)N(C)c2ccc(OC(=O)c3ccc(=O)[nH]c3)cc2)cc1 | 93.0 | -15.2 | 15 | 13.4 | 96.0 | 9 | 103.0 | 96.0 | 96.0 | 94.0 | -24.4
COc1ccc(-c2ccc(S(=O)(=O)n3nc(OC(=O)c4cccs4)cc3N)cc2)cc1 | 95.0 | 4.5 | 21 | 6.4 | 95.0 | 7 | 95.0 | 95.0 | 93.0 | 93.0 | -6.5
Cc1nc(-c2ccc(Cl)cc2)sc1C(=O)CBr | 95.0 | 15.6 | 13 | 61.0* | 96.0 | 8 | 100.0 | 96.0 | 96.0 | 97.0 | -3.6
COc1ccc(NC(=O)C2CCCO2)cc1 (stereo not given) | 101.0 | -5.9 | 13 | -20.3 | 102.0 | 23 | 98.0 | 98.0 | 102.0 | 98.0 | x
COc1ccc(OCCCC(=O)Nc2nc(-c3ccccn3)cs2)cc1 | 95.0 | -39.1 | 74 | 15.7 | 99.0 | 10 | 98.0 | 97.0 | 96.0 | 95.0 | x
Cc1c(NS(=O)(=O)c2ccc3c(c2)CCN3C(=O)C2CC2)c(=O)n(-c2ccccc2)n1C | 101.0 | -24.8 | 13 | 12.6 | 101.0 | 12 | 99.0 | 100.0 | 100.0 | 98.0 | x
NS(=O)(=O)c1ccc(NC(=S)NCCc2ccccc2)cc1 | 92.0 | -38.0 | 17 | 11.7 | 96.0 | 9 | 98.0 | 97.0 | 95.0 | 92.0 | 10.8
COc1ccc(-n2cc(-c3ccc(C)cc3)[n+]3c2SCC3)cc1 | 100.0 | -1.9 | 5 | -9.6 | 103.0 | 6 | 96.0 | 100.0 | 101.0 | 103.0 | 10.8
CC(/C=N/NC(=O)c1ccncc1)=C\c1ccccc1 | 107.0 | -38.1 | 7 | 7.4 | 108.0 | 6 | 104.0 | 101.0 | 104.0 | 103.0 | -0.8
CCc1nnc(N/N=C/c2ccccc2Cl)n1N | 101.0 | -12.5 | 30 | -5.8 | 99.0 | 8 | 98.0 | 99.0 | 99.0 | 99.0 | x
O=C(CNC(=O)c1ccccc1F)N/N=C/c1cc(Br)ccc1OC(=O)/C=C/c1ccco1 | 102.0 | -28.0 | 3 | 13.7 | 105.0 | 13 | 100.0 | 99.0 | 98.0 | 99.0 | 13.7
CC1(C)Cc2c(sc(N)c2C#N)C(C)(C)N1 | 96.0 | -68.4 | 15 | 2.9 | 100.0 | 11 | 98.0 | 96.0 | 97.0 | 96.0 | 1.2
O=C(O)c1cc([N+](=O)[O-])c(N2CCCC2)c([N+](=O)[O-])c1 | 96.0 | -11.0 | 20 | 0.7 | 99.0 | 8 | 97.0 | 97.0 | 96.0 | 97.0 | x
Cc1cc(-c2nnc(CCC(=O)N(C)Cc3cccc4ccccc34)o2)no1 | 97.0 | -12.3 | 14 | 8.8 | 100.0 | 9 | 98.0 | 98.0 | 97.0 | 99.0 | x
O=C1NC(Cc2c[nH]c3ccccc23)C(=O)N1CCOc1ccccc1 (stereo not given) | 100.0 | -21.1 | 32 | -0.6 | 103.0 | 6 | 100.0 | 99.0 | 100.0 | 99.0 | x
C1CNC(C23CC4CC(CC(C4)C2)C3)=N1 | 95.0 | -6.7 | 37 | -10.8 | 95.0 | 21 | 92.0 | 98.0 | 95.0 | 95.0 | x
COc1ccccc1Nc1nc(-c2ccc3c(c2)NC(=O)CO3)cs1 | 97.0 | -24.9 | 14 | 11.7 | 99.0 | 11 | 105.0 | 94.0 | 96.0 | 95.0 | 8.2

Bioassay records (PubChem)
